# Screening results as filed in PubChem.
# Apoferritin bind = binds horse apoferritin like a general anesthetic; P02791; apoferritin/1-aminoanthracene competitive binding, fluorescence; Potency, µM (highest dose often 77.5 µM), for the others: at the highest dose activity change, negative = displacement, most hits filed as inhibitors; 350,000 tested, 0.074% active; AID 485281; note: potency is the fitted concentration of half-maximal effect; % is set by controls: 0 for no effect and ±100 for the full control effect; nearly all actives have a fitted effect of over 20% in size
# Target sequence (P02791 2-175 limits assumed): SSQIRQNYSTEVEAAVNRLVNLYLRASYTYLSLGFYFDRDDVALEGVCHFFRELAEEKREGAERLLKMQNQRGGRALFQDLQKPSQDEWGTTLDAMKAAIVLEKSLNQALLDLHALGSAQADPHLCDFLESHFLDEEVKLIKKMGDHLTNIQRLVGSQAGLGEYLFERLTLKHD
#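 Apoferritin-based anesthetic binding model; compound displacement of fluorescent 1-AMA measured as endpoint fluorescence after 10 minutes at room temperature, scaled to free-ligand and complex controls.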
# PGK inhibitor = T. brucei PGK inhibition; P07378; PGK/GAPDH coupled, Kinase-Glo luminescence, 60 min; Potency, µM (highest dose often 57.5 µM), for inactives: at the top dose activity change, negative = inhibition, usual class: inhibitors; 380,000 tested, 0.043% active; AID 602233; note: potency is the fitted concentration of half-maximal effect; % is set by controls: 0 for no effect and ±100 for the full control effect; nearly all actives have a fitted effect of over 60% in size
# Target sequence (P07378 whole entry, looked up): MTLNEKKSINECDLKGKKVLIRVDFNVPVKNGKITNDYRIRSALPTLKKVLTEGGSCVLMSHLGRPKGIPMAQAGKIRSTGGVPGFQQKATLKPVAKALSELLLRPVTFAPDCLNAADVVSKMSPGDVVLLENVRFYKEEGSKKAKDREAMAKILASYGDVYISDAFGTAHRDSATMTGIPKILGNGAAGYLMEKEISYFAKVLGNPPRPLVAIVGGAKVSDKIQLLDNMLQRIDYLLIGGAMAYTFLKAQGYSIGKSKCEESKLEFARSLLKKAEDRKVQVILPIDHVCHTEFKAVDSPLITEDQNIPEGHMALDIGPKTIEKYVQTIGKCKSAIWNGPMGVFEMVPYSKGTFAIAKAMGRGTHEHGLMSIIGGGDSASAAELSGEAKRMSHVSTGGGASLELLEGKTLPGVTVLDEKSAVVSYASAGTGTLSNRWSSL
#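 Luminescent ATP detection (Kinase-Glo Plus) follows a 60-minute room-temperature incubation, with wells lacking PGK as controls. Buffer: 100 mM TEA (pH 7.6), 5 mM MgCl2, 0.01% Tween-20. Coupling enzyme GAPDH (100 nM final) supplies unstable 1,3-BPG in-well.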
# BLM inh = Bloom syndrome helicase (human) inhibition; P54132; recombinant BLM DNA unwinding, fluorescence dequenching; Potency, µM (highest dose often 56.1 µM), for inactives: at the highest dose activity change, negative = inhibition, usual class: inhibitors; 350,000 tested, 0.2% active; AID 2528;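 note: potency is the fitted concentration of half-maximal effect; plate controls were vehicle for no effect and no enzyme for full effect; nearly all actives have a fitted effect of over 35% in size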
# APEX1 inh = inhibitors of human APE1 endonuclease; P27695; recombinant APE1, TAMRA/BHQ-2 abasic DNA cleavage fluorescence; Potency, µM (titrated, usually from 65.8 µM), for inactives: at the top dose activity change, negative = inhibition, hits mostly inhibitors; 350,000 tested, 0.35% active; AID 2517;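 note: potency is the fitted concentration of half-maximal effect; plate controls were vehicle for no effect and reference inhibitor for full effect; nearly all actives have a fitted effect of over 55% in size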
# Target sequence (P27695 whole entry, looked up): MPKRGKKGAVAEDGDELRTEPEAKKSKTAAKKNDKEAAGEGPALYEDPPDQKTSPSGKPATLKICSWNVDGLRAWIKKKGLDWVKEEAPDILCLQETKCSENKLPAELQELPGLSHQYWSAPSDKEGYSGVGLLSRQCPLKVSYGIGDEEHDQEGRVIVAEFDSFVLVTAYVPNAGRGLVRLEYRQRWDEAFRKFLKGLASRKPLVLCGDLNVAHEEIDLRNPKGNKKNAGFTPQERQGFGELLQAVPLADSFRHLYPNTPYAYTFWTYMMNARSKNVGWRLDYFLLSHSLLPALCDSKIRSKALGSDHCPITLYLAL
#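 Compound pre-exposure to 0.75 nM APE1, 15 min at ambient temperature. Reaction initiated with 50 nM TAMRA/BHQ-2 THF substrate, read immediately in kinetic mode, 525 nm excitation, 598 nm emission.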
# Pol iota inh = inhibitors of human DNA polymerase iota. AID 588590. Pol iota fluorescent replication assay, 10 min. 390,000 tested, 1% active. Potency, µM (highest dose often 115 µM), without a hit: at the highest dose activity, negative = inhibition, most hits filed as inhibitors. Q9UNA4; note: potency is the fitted concentration of half-maximal effect
#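 Fluorescent replication assay read twice, at 0 min and 10 min after adding 50 nM (final) substrate. Enzyme (10 nM) and compounds were first incubated 15 min at room temperature; enzyme-free buffer wells were negative controls.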
# Pol kappa inh = DNA polymerase kappa (human) inhibition. 400,000 tested, 0.53% active. Q9UBT6. Potency, µM (top dose mostly 107 µM), inactives show at the highest dose activity, negative = inhibition, most hits filed as inhibitors. purified Pol kappa, fluorescent DNA synthesis assay, 10 min; note: potency is the fitted concentration of half-maximal effect; % is set by controls: 0 for no effect and ±100 for the full control effect
#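 Activity was followed as the change in fluorescence between reads at 0 and 10 min after starting the reaction with 50 nM substrate. Beforehand, 10 nM polymerase had been preincubated with compound for 15 min at room temperature.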
# Pol eta inh = DNA polymerase eta (human) inhibition; Potency, µM (top dose mostly 114 µM), for the others: at the highest dose activity change, negative = inhibition, usual class: inhibitors; AID 588591; 390,000 tested, 1.2% active; Q9Y253; recombinant Pol eta, fluorescent DNA replication assay; note: potency is the fitted concentration of half-maximal effect; % is set by controls: 0 for no effect and ±100 for the full control effect
#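 Fluorescent replication assay: 50 nM final substrate added after a 15 min room-temperature compound preincubation with 10 nM enzyme. Signal taken at 0 min and again at 10 min.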
# RXFP1 antagonist = antagonists of human relaxin receptor RXFP1 | HEK293-RXFP1, relaxin-stimulated cAMP HTRF, 30 min; stronger effect = lower value | activity change, negative = inhibition, % at 57.5 µM | 350,000 tested, 0.59% active;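 active = activity change of -60% or lower, but not beyond a set lower limit; inconclusive = change between -60% and -40%, or beyond the set limit; inactive = change above -40%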; note: % is set by controls: 0 for no effect and ±100 for the full control effect
# Pol beta inh = inhibitors of human DNA polymerase beta. Pol beta primer extension/strand displacement, fluorescence kinetic. AID 485314. P06746. Potency, µM (top dose mostly 114 µM), for inactives: at the highest dose activity change, negative = inhibition, usual class: inhibitors. 340,000 tested, 1.3% active; note: potency is the fitted concentration of half-maximal effect; % is set by controls: 0 for no effect and ±100 for the full control effect
#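 10 nM enzyme + cpd, 15 min RT; start with substrate 50 nM final; read 0 min and after 10 min RT. Corrected, normalized data; 4-parameter Hill curve fit.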
# * hit, by the source's call; i = inactive; ? = inconclusive; . = no result given; [ ] = another dose, or the depositor's remark. Unless noted, calls come from the whole dose curve; as a rule, active = well fitted curve in the direction sought with a large enough effect; inconclusive = small, poorly fitted or top-dose-only effect, or another doubt; inactive = no such curve, though single readings can be large; an effect the other way counts as inactive or inconclusive. These rows are one share of the data; rates above refer to the full screens.
item	smiles	Apoferritin bind	PGK inhibitor	BLM inh	APEX1 inh	Pol iota inh
1	COc1ccc(CNC(=O)C2Cc3cc(S(=O)(=O)N4CCCCCC4)ccc3N2C(C)=O)cc1 (stereo not given)	12%	i	-10%	.	7%
2	Cc1nnc(SCC(=O)N2CCOCC2)n1C	-11%	-1%	0%	3%	1%
3	CCCOc1ccccc1C(=O)N1CCC(c2nc3ccccc3s2)CC1	5%	6%	-3%	.	29%
4	Cc1ccc(S(=O)(=O)c2nc(-c3ccccc3F)oc2NCc2ccccc2)cc1	6%	-4%	-8%	.	-17%
5	COc1ccc(Cc2nc(C(=O)Nc3ccc(OC)cc3)cs2)cc1	?	2%	-7%	0%	2%
6	COc1ccc(C(=O)NCC(c2ccc3c(c2)OCO3)N2CCOCC2)cc1 (stereo not given)	37%[activator]	23%	-9%	.	2%
7	N/C(=N\OC(=O)CCN1C(=O)c2ccccc2C1=O)c1ccccn1	-8%	-5%	-2%	-4%	-17%
8	COc1ccc(CCNC(=O)CC(C)S(=O)(=O)c2ccc3c(c2)NC(=O)CO3)cc1OC (stereo not given)	-3%	-2%	2%	28%	20%
9	CCC(CC)NC(=O)c1cccc(Oc2ccccc2)c1	-11%	i	1%	1%	110%[activator]
10	CCc1cccc2c(C(=O)COC(=O)/C=C/c3ccccc3OC)c[nH]c12	?	0%	-5%	2%	107%[activator]

item	Pol kappa inh	Pol eta inh	RXFP1 antagonist	Pol beta inh
1	-4%[60.1 µM]	-16%	.	-17%
2	0%	-10%	5	-9%
3	1%	-8%	-15	-2%
4	2%	1%	-2	31%
5	-8%	-18%	-4	-11%
6	-7%[60.1 µM]	-3%	-6	32%
7	1%	-10%	-9	9%
8	8%	-9%	-15	49%
9	-5%	-20%	-18	-17%
10	-17%	-8%	-6	-2%[57.1 µM]

# Going on with the list.
item	smiles	Apoferritin bind	PGK inhibitor	BLM inh	APEX1 inh	Pol iota inh
11	CC(Sc1nc(N)cc(=O)[nH]1)C(=O)NC1CCCCC1 (stereo not given)	4%	i	1%	1%	6%
12	COc1cccc(OCC(=O)NNC(=O)c2ccc3ccccc3c2O)c1	-2%	5%	-1%	8%	10%
13	CCN1CCN(c2ncc3c(n2)CCN(CC(C)C)C3)CC1	1%	9%	-2%	.	7%
14	C=C1N(c2ccc(Cl)cc2)C(=O)OC1(C)C	-19%	-2%	-1%	15%	35%[activator]
15	COC(C[C@@H](O)C[C@@H](O)[C@@H](C)OCc1ccccc1)OC	.	-3%	.	.	-24%
16	C#CC[N+](C)(C)CCCCCCCCCCCC	-24%	-1%	0%	0%	-1%
17	Nc1cc(Oc2ccc(Cl)cc2Cl)nc(N)n1	-10%	0%	-6%	6%	-6%
18	Cc1ccc(CNC(=O)CN2C(=O)NC3(CCCC3)C2=O)cc1	.	7%	.	16%	25%
19	Cc1cccc(C)c1NC(=O)CC(C)c1ccccc1 (stereo not given)	-12%	i	-7%	23%	99%[activator]
20	O=c1c2ccccc2c(-c2n[nH]c(=S)o2)nn1Cc1ccccc1	-17%	i	-1%	1%	17%

item	Pol kappa inh	Pol eta inh	RXFP1 antagonist	Pol beta inh
11	-2%	-7%	-10	48%
12	?	4%	0	?
13	-9%[60.1 µM]	-13%	-2	27%
14	-12%	-10%	4	93%
15	5%	-13%	.	.
16	-19%	-16%	4	-18%
17	-13%	-6%	-20	-18%
18	-19%	-15%	-20	.
19	0%	-13%	6	37%
20	1%	-17%	-19	-20%

# The listing continues.
item	smiles	Apoferritin bind	PGK inhibitor	BLM inh	APEX1 inh	Pol iota inh
21	Cc1nc(NCc2ccco2)c2cn[nH]c2n1	.	-7%	.	.	24%
22	CCCCCn1c(SCC(=O)OCC)nc2cc(C(=O)N3CCC(C(N)=O)CC3)ccc2c1=O	-24%	-14%	-3%	-2%	-4%
23	O=C(NCCC1=CCCCC1)NC1CCCCC1	-4%	i	3%	16%	16%
24	COc1ccccc1CCNC(=O)C(=O)NCCC1CCCCN1S(=O)(=O)c1ccccc1 (stereo not given)	.	4%	.	20%	8%
25	CC(C)(C)c1ccc(-c2nc(SCCCOc3ccccc3)n3[nH]c(=O)cc3n2)cc1	?	.	-18%	.	?
26	Cc1ccc(S(=O)(=O)NC(=O)c2cc(C)n(-c3cc(S(=O)(=O)N4CCOCC4)ccc3N3CCCC3)c2C)cc1	-9%	-5%	-11%	9%	?
27	Cc1ccc(NC(=O)Cn2nc(Cc3ccncc3)c3ccccc3c2=O)c(Cl)c1	?	0%	-17%	.	39%[activator]
28	O=C(CCc1ccccc1)Nc1ccc(NC(=O)c2ccco2)nc1	-16%	-5%	-3%	-1%	14%
29	O=[N+]([O-])c1cccc2ccc(N3CCOCC3)nc12	-18%	4%	-6%	17%	-10%
30	CCN(CC)S(=O)(=O)c1ccc2c(c1)nc(SC(C)C(N)=O)n2-c1ccc(OC)cc1 (stereo not given)	-23%	1%	-8%	1%	17%

item	Pol kappa inh	Pol eta inh	RXFP1 antagonist	Pol beta inh
21	-1%	-7%	11	.
22	0%	-20%	-16	6%
23	-3%	-11%	-1	18%
24	1%	?	11	.
25	?	.	-24	?
26	-25%	89µM*	-4	?
27	4%	?	-2	?
28	-14%	-3%	0	16%
29	-16%	-3%	-25	13%
30	-9%	-27%	-10	2%

# (listing goes on)
item	smiles	Apoferritin bind	PGK inhibitor	BLM inh	APEX1 inh	Pol iota inh
31	Cc1cc(C)cc(C(=O)NCC(=O)OCC(=O)N2CCN(S(=O)(=O)c3ccc4ccccc4c3)CC2)c1	4%	0%	1%	-5%	4%
32	O=C(CSc1nc2ccccc2n1CCc1ccccc1)c1ccc(O)c(O)c1	?	7.9µM*	11µM*	0.89µM*	2.8µM*
33	N#Cc1c(N2CCOCC2)nc(N)c2c(N)nc3c(c12)CC(CCl)O3 (stereo not given)	1%	-3%	-5%	-1%	13%
34	Cn1c(CNS(=O)(=O)c2cccc(Cl)c2)cc(=O)n(C)c1=O	-1%	-2%	0%	46%	19%
35	CCC(C)(C)C1CCC(=NNc2nc3ccccc3[nH]2)CC1 (stereo not given)	-18%	i	-1%	-2%	-1%
36	Cc1ccc2nc3c(cc2c1)CN(Cc1ccco1)C(=NCC1CCCO1)S3 (stereo not given)	-14%	3%	-8%	-5%	8%
37	C=CCNC(=O)/C(C#N)=C/c1c(N2CCCCCC2)nc2ccccn2c1=O	-3%	.	-3%	-7%	-16%
38	Nc1ccc(C2(c3ccc(N)cc3)OC(=O)c3ccccc32)cc1	-12%	5%	-4%	12%	114%[activator]
39	CC(=O)c1ccc(NC(=O)CN2CCCCCC2)cc1	-6%	-1%	0%	27%	15%
40	COc1ccc(CNCCNC(=O)c2nonc2N)cc1OC	3%	-9%	-9%	-5%	12%

item	Pol kappa inh	Pol eta inh	RXFP1 antagonist	Pol beta inh
31	-19%	-18%	-7	38%
32	?	3.2µM*	?	0.5µM*
33	-25%	0%	2	32%
34	-3%	-13%	-4	5%
35	-6%[60.1 µM]	-8%	-10	-2%
36	1%	-6%	-12	-3%
37	-9%	-11%	5	9%
38	-6%	-5%	3	?
39	-5%	-8%	-17	12%
40	0%	-4%	-4	26%

# Values in list order from the list.
# Pol iota inh for nos. 31 to 38 → 4%, 2.8µM*, 13%, 19%, -1%, 8%, -16%, 114%[activator]
# APEX1 inh for nos. 31 to 38 → -5%, 0.89µM*, -1%, 46%, -2%, -5%, -7%, 12%

# Next section.
item	smiles	Apoferritin bind	PGK inhibitor	BLM inh	APEX1 inh	Pol iota inh
41	Cc1nc(C(=O)NCc2ccccc2)sc1C1(C)CC(c2cccc([N+](=O)[O-])c2)=NO1 (stereo not given)	4%	0%	-5%	-1%	-15%
42	O=C(Cc1ccccc1)NCCS(=O)c1ccc(Cl)cc1 (stereo not given)	-13%	-5%	0%	7%	-6%
43	O=C(/C=C/c1ccccc1)Nn1cnc2ccccc2c1=O	-5%	2%	-1%	8%	-13%
44	CC(=O)Nc1cccc(C(=O)N/N=C/c2ccc(F)cc2)c1	-13%	-8%	3%	1%	49%[activator]
45	Cc1csc2nc(COC(=O)CNC(=O)c3ccc(Cl)cc3)cc(=O)n12	.	3%	.	21%	?
46	O=C(Nc1ccc(N2CCN(c3ncccc3C(F)(F)F)CC2)nc1)c1cccs1	-18%	9%	-11%	-6%	-29%[58.9 µM]
47	CCc1ccccc1NC(=O)Cn1nnc(-c2nc(-c3ccc(C)cc3)no2)c1N	7%	.	-10%	.	19%
48	O=C(O)c1cc([N+](=O)[O-])cc([N+](=O)[O-])c1N1CCN(c2cccc(C(F)(F)F)c2)CC1	-10%	-1%	-5%	40%	7%
49	O=C(CN1CCN(c2ccc(Cl)cc2[N+](=O)[O-])CC1)N1CCOCC1	-2%	5%	-4%	12%	53%[activator]

item	Pol kappa inh	Pol eta inh	RXFP1 antagonist	Pol beta inh
41	-5%	-3%	.	-2%
42	-3%	-17%	-4	18%
43	?	-18%	-17	-2%
44	1%	-18%	-21	0%
45	-5%	5%	14	.
46	-7%	-17%	-69*	-16%
47	-4%	.	6	2%
48	-6%	-4%	-3	-1%
49	-4%	-8%	-11	1%

# A second format for some results above:
nr | structure | Apoferritin bind | PGK inhibitor | BLM inh | APEX1 inh | Pol iota inh | Pol kappa inh | Pol eta inh | RXFP1 antagonist | Pol beta inh
46 | O=C(Nc1ccc(N2CCN(c3ncccc3C(F)(F)F)CC2)nc1)c1cccs1 | -18% | 9% | -11% | -6% | -29%[58.9 µM] | -7% | -17% | -69* | -16%
47 | CCc1ccccc1NC(=O)Cn1nnc(-c2nc(-c3ccc(C)cc3)no2)c1N | 7% | . | -10% | . | 19% | -4% | . | 6 | 2%
48 | O=C(O)c1cc([N+](=O)[O-])cc([N+](=O)[O-])c1N1CCN(c2cccc(C(F)(F)F)c2)CC1 | -10% | -1% | -5% | 40% | 7% | -6% | -4% | -3 | -1%
49 | O=C(CN1CCN(c2ccc(Cl)cc2[N+](=O)[O-])CC1)N1CCOCC1 | -2% | 5% | -4% | 12% | 53%[activator] | -4% | -8% | -11 | 1%
